Compound activity as filed in PubChem.
esBAF inh = SWI/SNF esBAF complex inhibition | reporter increase, % at 12.5 µM | mouse ES cells, Bmi1-luciferase knock-in reporter, 24 h; 100% = twice the neutral-well signal | actives 2% (n = 350,000); in the data active = activation above about 40%; inconclusive = no clear call, values can overlap the other calls;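 also: 0% = median of the plate's neutral control wells and 100% = double that signal; a rise in the Bmi1 reporter signal indicates esBAF inhibition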
XiGFP reactiv = reactivates the inactive X chromosome in mouse fibroblasts; XiGFP mouse fibroblasts, % GFP-positive cells imaging, 3 d; cells co-treated with 5-aza-dC sensitizer; scaled so ellipticine positive control = 100%; activation, % at 7.58 µM; actives 0.055% (n = 360,000);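 active = mean normalized replicate activation at least 10% and every replicate at or above 10%; inconclusive = only one of the two criteria met; inactive = mean below 10% and not all replicates reach 10%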;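 also: 0% = median of on-plate neutral control wells and 100% = ellipticine 6 µM median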
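System: SV40-immortalized XiGFP fibroblast cells, line 68-5-11 / Incubation: 3-day compound exposure, then 15 min fixation at room temperature / Compound: single concentration per compound, delivered by pin transfer / Buffer or medium: DMEM plus 5-aza-dC sensitizer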
ERAP1 HTS inh = inhibitors of human ERAP1 aminopeptidase. Q9NZ08. recombinant ERAP1, Leu-AMC fluorescence, 60 min. inhibition, % at 10.7 µM. actives 0.15% (n = 340,000). AID 652197;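 active = mean replicate inhibition of at least 30%, or all replicates individually reaching that 30% level; inactive = mean below 30% and not every replicate reaching it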;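 also: 0% = neutral control wells and 100% = L-leucinethiol positive control wells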
ARNT TACC3 PPI = disruptors of human ARNT/TACC3 interaction. Q9Y6A5. AlphaScreen His-ARNT PAS-B/GST-TACC3 binding, luminescence; TACC3 fragment carries E629A point mutation. inhibition, % at 9.99 µM. actives 0.66% (n = 390,000). AID 623870;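 active = mean inhibition of replicates at least 50% and at least half of replicates each reaching 50%; inconclusive = half or more replicates reach 50% but mean below 50%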;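 also: 0% = complete ARNT plus TACC3 wells and 100% = ARNT alone without TACC3; many hits fall short of the cut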
F508del corr = correctors of CFTR F508del function in bronchial epithelial cells. CFBE cells, YFP halide quenching; stimulated with forskolin plus potentiator P3; % fluorescence drop versus neutral controls. activity (quench increase), % at 7.58 µM. actives 0.36% (n = 350,000). AID 720511;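 active = mean added fluorescence quench of at least 8% versus neutral control, with both replicates also reaching 8%; inconclusive = only one of the mean or replicate conditions met; inactive = mean below 8% and not both replicates reaching 8%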;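 also: cells transiently co-express mutant CFTR-F508del with the halide-sensitive YFP; corrector assay measuring rescue of mutant channel to the surface after 24 h compound exposure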
RAD54 branch = blocks human RAD54 Holliday junction branch migration; AID 602329; Q92698; inhibition, % at 10.4 µM; FAM/BHQ fluorescence; actives 0.14% (n = 360,000);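 active = mean normalized replicate activity at least 40 and at least half of replicates scoring 40 or more; inconclusive = only one of the two criteria met; inactive = mean below 40 and under half of replicates reaching 40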;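 also: 0% = median of neutral control wells and 100% = median of positive control wells; inhibitors cause a drop in the FAM fluorescence signal; in these data hits start at about 50%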
INS-1E GSIS act = primary screen for activators of insulin secretion dependent on glucose, INS-1E cells, GLuc reporter luminescence; actives 0.61% (n = 370,000); activation, % at 16.6 µM; INS-1E GLuc reporter insulin secretion, 2-3 h;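 active = lowest replicate activation of at least 40%, so every replicate reaches that level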;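 also: 0% = median of neutral control wells and 100% = median of IBMX positive control wells; some compounds called inactive have numbers as strong as hits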
RAD52 anneal inh = RAD52 (human) annealing inhibition | recombinant RAD52 DNA annealing, FRET fluorescence | AID 651710 | P43351 | inhibition, % at 18.7 µM | actives 0.46% (n = 360,000);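 active = every replicate showing at least 50% inhibition; inconclusive = mean inhibition at least 50% but not in every replicate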
Target sequence (P43351 whole entry, looked up): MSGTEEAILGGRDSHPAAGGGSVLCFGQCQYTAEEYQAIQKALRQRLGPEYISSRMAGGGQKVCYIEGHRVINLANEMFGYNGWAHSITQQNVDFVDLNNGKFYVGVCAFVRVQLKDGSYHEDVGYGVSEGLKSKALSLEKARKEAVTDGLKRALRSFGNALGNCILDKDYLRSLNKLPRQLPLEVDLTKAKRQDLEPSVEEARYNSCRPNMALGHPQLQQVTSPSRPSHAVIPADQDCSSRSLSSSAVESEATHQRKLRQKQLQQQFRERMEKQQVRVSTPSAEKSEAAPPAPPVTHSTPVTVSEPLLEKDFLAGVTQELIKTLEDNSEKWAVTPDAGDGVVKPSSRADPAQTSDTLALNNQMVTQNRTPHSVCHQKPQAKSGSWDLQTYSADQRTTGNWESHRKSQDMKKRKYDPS
Starred values were filed as active, the others as inactive; u = inconclusive; x = not tested or not shown; & = joins results of further samples; ! = not active in a repeat.

item	structure	XiGFP reactiv	F508del corr	RAD52 anneal inh	INS-1E GSIS act	esBAF inh	RAD54 branch	ERAP1 HTS inh	ARNT TACC3 PPI
1	CCCCN(C(=O)CCCc1nc2ccccc2c(=O)[nH]1)c1c(N)n(CC(C)C)c(=O)[nH]c1=O	0.0	3.4	-15.2	15.7	1.0	4.1	-2.4	-1.5
2	C/C=C/c1ccc2c(c1)O[C@H](CN(C)C(=O)Nc1ccc(OC)cc1)[C@H](C)CN([C@H](C)CO)S2(=O)=O	0.4	-2.2	-13.0	-11.3	1.2	-4.6	6.6	1.1
3	C[C@H]1CN([C@@H](C)CO)C(=O)c2cc(-c3cncnc3)cnc2O[C@H]1CN(C)CC1CCOCC1	-0.3	-2.8	-9.0	-4.6	-3.2	4.1	0.7	4.7
4	CN(C)C(=O)c1ccc(NC(=O)CSc2nnc(-c3ccc4c(c3)OCO4)o2)cc1	0.2	2.6	-3.1	5.2	1.5	-1.2	-2.0	x
5	Cc1ccc(S(=O)(=O)Nc2cccc(C(=O)NCc3ccccn3)c2)cc1F	-0.3	-0.8	-5.5	-12.2	2.4	-11.0	-1.8	4.5
6	CO[C@@H]1CN(C)C(=O)c2cc(NC(=O)Nc3ccccc3F)ccc2OC[C@H](C)N(C(C)=O)C[C@@H]1C	0.7	-0.3	x	-3.5	4.0	x	x	x
7	COC(=O)CNC(=O)CSc1nnc(-c2ccc(OC)cc2)n1CC(C)C	x	x	x	4.8	5.1	-8.8	x	4.1
8	Cc1ccc(S(=O)(=O)N(C)C[C@@H]2OCCCC[C@H](C)Oc3ccc(NS(=O)(=O)c4c(C)noc4C)cc3C(=O)N([C@H](C)CO)C[C@H]2C)cc1	0.0	-0.3	-72.1	12.7	-2.6	1.9	-1.3	-1.7
9	Cc1ccc(C2(C)NC(=O)N(CC(=O)Nc3cc(S(=O)(=O)N4CCCCC4)ccc3OC(C)C)C2=O)cc1 (stereo not given)	0.4	-0.4	-44.4	11.7	-6.9	-0.7	2.9	-0.6
10	C=CCN1C(=O)S/C(=C/c2ccc(Sc3nc4ccccc4[nH]3)o2)C1=O	-0.1	x	x	-33.3	x	-6.0	x	-3.6
11	C[C@H](CO)N1C[C@H](C)[C@@H](CN(C)C(=O)Nc2ccccc2)Oc2ccc(NS(=O)(=O)c3ccc(Cl)cc3)cc2C1=O	-0.1	1.0	-4.7	-0.7	-5.7	-7.7	0.1	-1.1
12	C[C@H](CO)N1C[C@H](C)[C@@H](CN(C)C(=O)NC2CCCCC2)Oc2ccc(NS(=O)(=O)c3ccc(Cl)cc3)cc2C1=O	-1.0	-0.9	6.5	-0.2	-1.1	5.5	-2.7	-1.9
13	O=C(c1ccc2ccccc2n1)N1CCN(c2ccccc2Cl)CC1	0.0	0.5	-27.2	25.1	x	x	-4.3	1.5
14	COc1ccc(N(CC(=O)Nc2cc(OC)c(OC)cc2C(=O)O)S(=O)(=O)c2c(C)noc2C)cc1	0.2	-2.3	-4.5	8.0	-2.0	-1.2	0.8	-6.2
15	O=C(CN1C(=O)c2ccccc2C1=O)NC1CCC(O)CC1 (stereo not given)	0.2	-0.3	-6.9	16.3	3.1	12.7	2.8	-3.3
16	CC(=O)Nc1ccc(NC(=O)C(C)OC(=O)CNC(=O)c2cccs2)cc1 (stereo not given)	0.0	1.9	0.3	3.4	x	x	-2.0	-6.3
17	CCCNC(=O)[C@@H]1[C@@H](CO)[C@@H]2Cn3c(ccc(-c4ccc(OC)cc4)c3=O)[C@H]1N2CC	0.7	0.1	4.4	6.4	x	x	-2.1	x
18	CCc1cc2c(-c3ccccc3)cc(=O)oc2cc1OC(C)C(=O)NCC1CCC(C(=O)O)CC1 (stereo not given)	x	-3.2	2.2	-1.6	4.5	-2.0	7.9	-3.9
19	Cc1cccc(NC(=O)Cn2nnc(C(=O)Nc3ccc(F)c(Cl)c3)c2N)c1	0.0	-1.6	-6.8	4.0	0.6	17.0	0.6	1.4
20	COC(=O)C1CCN(CC(=O)NC(=O)Nc2ccccc2F)CC1	0.0	1.7	-8.9	x	5.1	-3.2	0.0	-0.8
21	CC1(C)C2CC[C@]3(C)C(CC=C4[C@@H]5C[C@@](C)(CO)CC[C@]5(C(=O)O)CC[C@]43C)[C@@]2(C)CC[C@@H]1O (stereo not given in full)	x	1.0	-6.6	x	0.1	1.4	x	x
22	CCc1ccc(/C=C2\SC(=S)N(CCCC(=O)Nc3nccs3)C2=O)cc1	0.0	x	x	121.5*	x	-1.2	x	-5.6
23	COCC(=O)N1[C@@H](CO)[C@@H]2c3ccccc3N(C(=O)c3ccccc3F)C[C@@H]21	0.1	0.3	0.6	0.2	-0.5	3.9	0.4	-7.0
24	O=C(NC(=S)NNC(=O)[C@H]1C[C@@H]1c1ccccc1)c1cccc(F)c1	0.2	-0.4	-8.4	x	x	7.4	-0.2	36.2
25	CCOC(=O)C1CCCN(C(=O)c2ccc(Cl)c(S(=O)(=O)N3CCCCC3)c2)C1 (stereo not given)	0.0	-0.4	-15.1	-10.9	-0.6	-5.4	-2.4	7.1
26	CCN(C[C@H]1N[C@@H](CO)[C@@H]1c1ccc(C2=CCCC2)cc1)C(=O)c1ccncc1	0.0	-8.7	3.1	0.4	-10.2	-5.4	-2.2	1.2
27	O=S(=O)(NCC[C@@H]1CC[C@@H](NS(=O)(=O)c2ccccc2Cl)[C@H](CO)O1)c1ccc(F)cc1	0.3	0.2	-29.9	-3.7	1.0	2.1	-1.4	1.9
28	COC(C[C@H](O)C[C@@H](O)COCc1ccccc1)OC	0.0	0.9	-6.5	x	1.2	-3.4	3.0	-2.4
29	COC(=O)/C(=C/c1cccnc1)NC(=O)c1ccccc1	0.0	-1.0	-8.7	10.7	x	x	-0.3	-11.0
30	CC(=O)NC(c1ccccc1)c1nc(-c2ccc(Cl)cc2)cs1 (stereo not given)	0.0	-0.8	-14.1	-17.3	-4.4	-4.8	0.5	x
31	C/C=C/c1ccccc1[C@@H]1[C@@H](CO)N(C(=O)c2cccnc2)[C@H]1C#N	0.0	2.9	-13.0	5.2	x	x	1.7	x
32	CC(C)OCCCNC(=O)CNC(=O)c1cccs1	x	x	x	8.5	-0.3	-10.5	x	-0.6
33	COc1ccc(-c2nc(-c3cccnc3)no2)cc1OC	-0.1	0.2	-11.4	57.7*	x	1.7	-1.2	4.9
34	CCOC(=O)Cn1nnnc1CN(Cc1ccccc1)Cc1cc2cc(CC)ccc2[nH]c1=O	x	x	-2.5	-4.1	x	x	-3.1	3.3
35	COC(=O)c1ccc(C(=O)NC2CCCN(Cc3ccc(Cl)cc3)C2)nc1 (stereo not given)	0.2	2.5	2.3	-18.2	-1.6	4.0	-2.0	3.9
36	CC(=O)Nc1ccc(S(=O)(=O)NCC(=O)OC(C)c2ccccc2Cl)cc1 (stereo not given)	0.0	0.0	-13.1	x	x	4.0	-3.1	-21.4
37	Cc1nn(S(=O)(=O)c2ccc(Cl)cc2)c(C)c1S(=O)(=O)N1CCOCC1	0.1	-3.9	-1.9	12.8	5.7	-0.5	2.8	-16.7
38	C[C@H](NC(=O)[C@H]1N2C(=O)c3ccccc3C2SC1(C)C)C(=O)NCc1ccncc1 (stereo not given in full)	0.1	1.2	-12.8	14.0	x	x	0.5	-10.6
39	C[C@@H]1CN([C@@H](C)CO)C(=O)Cc2cc(NC(=O)Nc3cccc4ccccc34)ccc2O[C@@H]1CN(C)Cc1ccc(C(F)(F)F)cc1	3.1&0.3	3.9	-14.9	26.0&12.0	2.2	1.4	-1.5	x
40	Cc1ccc(-c2ccc3c(c2)O[C@@H](CN(C)C(=O)C2CCC2)[C@@H](C)CN([C@@H](C)CO)S3(=O)=O)cc1	0.1	0.1	-8.9	-1.7	-2.0	-6.6	-0.3	5.1
41	Clc1ccc(Cc2nnc(-c3cccs3)o2)cc1	0.2	1.4	-11.7	19.8	u	-2.3	-2.4	-9.9
42	O=C(Nc1nnc(SCc2cccnc2)s1)C1CC(=O)N(c2ccccc2)C1 (stereo not given)	0.4	-1.0	-10.4	5.7	3.3	0.3	2.7	-4.0
43	Cc1ccc(-c2ccc(C3[C@@H]4CN(S(=O)(=O)c5ccccc5)C[C@H]3N4)cc2)cc1 (stereo not given in full)	0.1&0.0	-0.7&0.9	97.9*!	43.8&4.5	x	x	0.8&-0.3	x
44	COC(=O)c1ccc2nc(-c3ccco3)c(Cc3ccc(C)cc3)n2c1	0.0	0.0	-40.9	36.4	-0.1	-9.3	1.8	x
45	CC(C)NC(=O)c1cc(C2CCCCN2C(=O)c2ccccc2)on1 (stereo not given)	0.1	3.6	-5.8	x	3.3	10.8	-3.0	x
46	CC(C)NC(=O)Nc1ccc2c(c1)C(=O)N([C@H](C)CO)C[C@H](C)[C@@H](CN(C)C(=O)Nc1cccc3ccccc13)O2	-1.2	-1.6	1.0	0.3	-2.4	-5.3	1.1	-0.1
47	Cc1nn(C(C)C(=O)Nc2ccccc2Cl)c(=O)c2nn(-c3ccccc3)c(C)c12 (stereo not given)	2.3	0.2	-10.0	-1.8	-5.5	7.5	-2.9	-5.3
48	CCOC(=O)c1[nH]c(COC(=O)c2ccccc2NC(=O)c2ccco2)c(C(=O)OCC)c1C	x	x	x	-7.9	9.0	-6.5	x	-4.4
49	CCC(C)[C@H]1CNCCN1CCc1cccc(F)c1 (stereo not given in full)	0.1	2.4	-10.1	-13.7	-6.6	-6.0	2.6	3.6
50	CCN(c1ccccc1)S(=O)(=O)c1ccc(OC)c(NC(=O)c2cc(Cl)ccn2)c1	0.0	0.6	-5.0	-1.5	x	x	-0.3	-2.1
51	COc1ccc(C#Cc2ccc([C@@H]3[C@@H](CO)N4CCCCN(C(=O)c5ccncc5)C[C@H]34)cc2)cc1	0.1	-4.8	22.7	2.9	30.3	-2.6	-2.0	13.7
52	Cc1ccc(-c2ccc([C@@H]3[C@@H](CO)N4C(=O)CN(C(=O)CN5CCOCC5)C[C@H]34)cc2)cc1	0.1	3.9	-1.5	-6.1	x	x	-0.6	x
53	COc1cc(C(=O)NNC(=O)c2cccn2C)cc(OC)c1OC	0.2	-2.3	-4.7	17.2	-5.7	0.9	-0.5	-1.9
54	COc1ccc(CCNCC(O)COc2cccc(Br)c2)cc1 (stereo not given)	0.0	0.5	-32.9	-13.1	-3.0	-6.4	-5.3	-6.5
55	O=C(CN1CCc2ccccc2C1)Nc1ccc(F)cc1F	0.0	1.8	-2.5	-11.1	1.0	6.1	0.8	-0.9
56	Cc1ccc2[nH]c(=O)c(CN(Cc3ccccc3Cl)C(=O)N3CCOCC3)cc2c1	x	x	x	0.5	-9.1	-1.1	x	-10.0
57	COc1ccccc1CNC(=O)CCCn1nc(C)c2c(C)n(-c3ccccc3)nc2c1=O	0.3	-1.1	-11.0	-20.3	4.4	1.0	-3.6	11.7
58	C[C@@H]1CN([C@@H](C)CO)C(=O)CCCn2nncc2CO[C@H]1CN(C)Cc1cccc2c1OCCCO2	0.1&0.2	-2.7&2.1&1.4	-10.0&4.5&-10.3	0.1&5.0	5.7&-1.0&-2.7	-13.7&3.7&-7.5	-4.2&-1.6	-6.6
